Shiga toxin inh – Shiga toxin inhibition; inhibition, % at 38.7 µM; Vero cells, Shiga toxin protein synthesis inhibition reporter; 290,000 compounds, 9.2% hits; AID 2315; in the data active means inhibition mostly above about 28%, no sharp cut-off; inactive means mostly below about 43%; further: 0% is about no effect
LmPK inh – blocks Leishmania mexicana pyruvate kinase activity; Potency, µM (series often up to 57.5 µM), for the others: at the highest dose activity change, negative = inhibition, hits mostly inhibitors; 290,000 compounds, 0.37% hits; purified LmPK, Kinase-Glo ATP luminescence, 1 h; AID 1721; further: potency means the concentration at half of the fitted maximal effect; on the % scale 0 is the no-effect control and ±100 the full control effect
Target sequence (Q27686 whole entry, looked up): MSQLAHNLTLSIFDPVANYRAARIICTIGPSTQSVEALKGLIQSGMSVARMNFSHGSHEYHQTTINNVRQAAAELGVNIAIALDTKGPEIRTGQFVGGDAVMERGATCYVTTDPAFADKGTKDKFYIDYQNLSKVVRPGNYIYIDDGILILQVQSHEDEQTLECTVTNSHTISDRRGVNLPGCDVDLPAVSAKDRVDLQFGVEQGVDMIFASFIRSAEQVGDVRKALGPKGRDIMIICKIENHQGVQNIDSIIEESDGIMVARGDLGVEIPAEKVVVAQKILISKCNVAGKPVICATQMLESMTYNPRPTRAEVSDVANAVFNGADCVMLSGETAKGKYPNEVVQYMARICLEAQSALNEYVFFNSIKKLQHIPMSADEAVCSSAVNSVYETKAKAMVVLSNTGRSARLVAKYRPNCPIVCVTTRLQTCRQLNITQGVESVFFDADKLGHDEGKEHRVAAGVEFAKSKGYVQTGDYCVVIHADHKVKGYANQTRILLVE
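In 50 mM imidazole pH 7.2 with 7 mM MgCl2, LmPK (0.1 nM) turned over PEP (0.5 mM) and ADP (0.1 mM) for 1 h at room temperature. Luciferase read-out of ATP.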
Pf growth 96h – inhibits malaria parasite growth, 96 h; P. falciparum luciferase reporter growth, 96 h; Potency, µM (highest dose often 28.7 µM), without a hit: at the top dose activity change, negative = inhibition, actives largely listed as inhibitors; 320,000 compounds, 6.9% hits; further: potency means the concentration at half of the fitted maximal effect; on the % scale 0 is the no-effect control and ±100 the full control effect
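Two parasite generations (96 h, 37 C, 5% CO2) of compound exposure in infected erythrocytes (0.05% parasitemia, 2% hematocrit). Luciferase-reporter P. falciparum; decreased luminescence indicates inhibited growth, aimed at apicoplast-acting delayed death.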
HCV inhibitor – HCV inhibition | Huh7.5.1 HCVcc-Cre infection, luciferase reporter, 44 h | Potency, µM (doses to about 41.8 µM), without a hit: at the top dose activity change, negative = inhibition, actives largely listed as inhibitors | 340,000 compounds, 3.4% hits; further: potency means the concentration at half of the fitted maximal effect; on the % scale 0 is the no-effect control and ±100 the full control effect
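Antiviral activity was scored by luciferase reporter output from cells infected with HCVcc-Cre (~0.5 moi) in presence of compound, 44 h infection period, cells seeded 1,000/well 4 h prior.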
Pf growth 48h – P. falciparum growth inhibition at 48 hours (one generation) | 310,000 compounds, 5.9% hits | Potency, µM (highest dose often 28.7 µM), inactives show at the top dose activity change, negative = inhibition, most hits filed as inhibitors | P. falciparum luciferase growth in erythrocytes, 48 h; further: potency means the concentration at half of the fitted maximal effect; on the % scale 0 is the no-effect control and ±100 the full control effect
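Luciferase-expressing parasites in RBCs, 2% Hct / 0.1% parasitemia final; RPMI 1640 + 0.5% Albumax; 37 C, 5% CO2, one generation; luminescence read-out, lower signal = inhibition.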
Cycloheximide cs – affects cycloheximide protein synthesis inhibition readout, counter-screen; cell reporter, cycloheximide protein synthesis inhibition counterscreen; max response, %; 300,000 compounds, 12% hits; in the data active means max response mostly above about 13%, no sharp cut-off; inactive means mostly below about 14%; further: read at 38.3 µM for the half of the compounds with a filed dose; 0% is about no effect
Tb PYK inh – inhibitors of Trypanosoma brucei pyruvate kinase. Q57TT1. TbPYK enzyme, Kinase-Glo Plus ATP luminescence, 45 min. Potency, µM (series often up to 76.8 µM), inactives show at the top dose activity, negative = inhibition, usual class: inhibitors. 410,000 compounds, 0.12% hits; further: potency means the concentration at half of the fitted maximal effect; on the % scale 0 is the no-effect control and ±100 the full control effect; nearly all actives have a fitted effect of over 50% in size
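Assay buffer: 50 mM TEA pH 7.2, 100 mM KCl, 10 mM MgCl2, 0.05% BSA, 0.01% Tween-20. Pyruvate kinase from T. brucei plus substrate met compound, then ADP (130 uM final). Luminescence was read post 45 min RT.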
* hit, by the source's call; & = joins results of further samples; [ ] = remark or other dose. Unless noted, the call rests on the fitted dose curve; in most records, active means well fitted curve in the direction sought with a large enough effect; inconclusive means small, poorly fitted or top-dose-only effect, or another doubt; inactive means no such curve, though single readings can be large; an effect the other way counts as inactive or inconclusive.

The first 2 records (preview)
`COc1ccc(COc2cc(-c3cccc(OC)c3)nc3ccc(NC(=O)c4ccccc4)cc23)cc1` gave Shiga toxin inh 19&12, LmPK inh 6%, Pf growth 96h 12µM*, HCV inhibitor inconclusive, Pf growth 48h 12µM*, Cycloheximide cs 1&-3 and Tb PYK inh -6%.
Cc1ccc(NC(=O)C2CCCN(C(=O)c3ccc(Cl)cc3)C2)cc1 (configuration not stated) was read as Shiga toxin inh 70*, LmPK inh 3%, Pf growth 96h 45%[activator], HCV inhibitor -29%, Pf growth 48h 11%, Cycloheximide cs 48 and Tb PYK inh -3%.

This part in full (from the top)
`COc1ccc(COc2cc(-c3cccc(OC)c3)nc3ccc(NC(=O)c4ccccc4)cc23)cc1` gave Shiga toxin inh 19&12, LmPK inh 6%, Pf growth 96h 12µM*, HCV inhibitor inconclusive, Pf growth 48h 12µM*, Cycloheximide cs 1&-3 and Tb PYK inh -6%.
Cc1ccc(NC(=O)C2CCCN(C(=O)c3ccc(Cl)cc3)C2)cc1 (configuration not stated) was read as Shiga toxin inh 70*, LmPK inh 3%, Pf growth 96h 45%[activator], HCV inhibitor -29%, Pf growth 48h 11%, Cycloheximide cs 48 and Tb PYK inh -3%.
For COc1ccc(-c2nn(-c3ccccc3)cc2/C=N/NC(=O)c2cccc(S(=O)(=O)Nc3ccccc3OC)c2)cc1 the results were Shiga toxin inh -6, LmPK inh 2%, Pf growth 96h 2.3µM*, HCV inhibitor 5%, Pf growth 48h 3.3µM*, Cycloheximide cs 17 and Tb PYK inh 0%.
N#Cc1cc(N)ccc1Sc1ccc(Cl)cc1 was read as Shiga toxin inh -5, LmPK inh 3%, Pf growth 96h inconclusive, HCV inhibitor -2%, Pf growth 48h 1%, Cycloheximide cs -3 and Tb PYK inh 3%.
Screening O=C(COC(=O)c1ccc[nH]c1=O)Nc1ccc(S(=O)(=O)N2CCCC2)cc1 returned Shiga toxin inh -14, LmPK inh 3%, Pf growth 96h 0%, HCV inhibitor 1%, Pf growth 48h -1%, Cycloheximide cs -1 and Tb PYK inh 0%.
Screening CCOC(=O)Cc1csc(SCc2nc3sc4c(c3c(=O)[nH]2)CCC4)n1 returned Shiga toxin inh -6, LmPK inh -8%, HCV inhibitor -23%, Pf growth 48h 10%, Cycloheximide cs -2 and Tb PYK inh -6%.
`COC(=O)c1c(N2C(=O)Nc3ccccc3N2O)sc(C)c1C` gave Shiga toxin inh -2, LmPK inh -1%, Pf growth 96h 5.2µM*, HCV inhibitor 15%, Pf growth 48h 4%, Cycloheximide cs -2 and Tb PYK inh 2%.
Cc1ccsc1C(=O)N1CCc2ccccc2C1 was read as Shiga toxin inh 36*, LmPK inh 4%, Pf growth 96h 11%, HCV inhibitor 5%, Pf growth 48h 26%, Cycloheximide cs 15 and Tb PYK inh 4%.
`COc1ccc(/C=N/NC(=O)c2nnn(-c3nonc3N)c2-c2cccc(OC)c2)cc1` gave Shiga toxin inh -4, LmPK inh -2%, Pf growth 96h -4%, HCV inhibitor 7%, Pf growth 48h inconclusive, Cycloheximide cs -3 and Tb PYK inh -6%.
`O=C(O)c1ccc(CNC(=O)c2ccccc2NC(=O)c2cccc([N+](=O)[O-])c2)cc1` gave Shiga toxin inh 30, LmPK inh 1%, Pf growth 96h 0%, HCV inhibitor 29%, Pf growth 48h inconclusive, Cycloheximide cs 0 and Tb PYK inh -3%.
Screening O=C(N/N=C/c1cccnc1)c1cc(-c2cccs2)nc2ccccc12 returned Shiga toxin inh 1, LmPK inh 1%, Pf growth 96h 4%, HCV inhibitor 13%, Pf growth 48h 12%, Cycloheximide cs -3 and Tb PYK inh -7%.
Cc1ccc(NC(=O)CSc2nsc(SCC(=O)Nc3ccc(C)cc3C)c2C#N)c(C)c1 was read as Shiga toxin inh -2, LmPK inh -9%, Pf growth 96h 8%, HCV inhibitor 0%, Pf growth 48h 5%, Cycloheximide cs -2 and Tb PYK inh -1%.
CN(C)c1nc(N(C)C)nc(N2CC(CCl)OC2=N)n1 (configuration not stated) was read as Shiga toxin inh -9, LmPK inh 9%, Pf growth 96h 6%, HCV inhibitor -3%, Pf growth 48h inconclusive, Cycloheximide cs -3 and Tb PYK inh 0%.
For CCOc1cc(CNn2cnnc2SCC(=O)NC(C)(C)C)ccc1OCC(=O)NC(C)(C)C the results were Shiga toxin inh 14, LmPK inh 0%, Pf growth 96h 7%, HCV inhibitor -9%, Pf growth 48h -29%, Cycloheximide cs -2 and Tb PYK inh 0%.
For CSc1ccccc1NC(=O)COC(=O)c1c[nH]c(=O)[nH]c1=O the results were Shiga toxin inh -2, LmPK inh 4%, Pf growth 96h 23%, HCV inhibitor 16%, Pf growth 48h 9%, Cycloheximide cs -2 and Tb PYK inh 3%.
`COc1ccccc1/C=C/C=N/n1c(-c2ccc(C)cc2)n[nH]c1=S` gave Shiga toxin inh -12, LmPK inh 1%, Pf growth 96h -14%, HCV inhibitor -15%, Pf growth 48h -3%, Cycloheximide cs -2 and Tb PYK inh -33%.
O=C(NCCCn1ccnc1)C(F)(F)C(F)(F)C(=O)NCCCn1ccnc1 was read as Shiga toxin inh 32, LmPK inh -4%, HCV inhibitor 14%, Pf growth 48h 26%, Cycloheximide cs 3 and Tb PYK inh -14%.
Screening CCOc1ccc(Cc2n[nH]c(=S)n2N)cc1 returned Shiga toxin inh 6, LmPK inh 3%, Pf growth 96h 36%[activator], HCV inhibitor 9%, Pf growth 48h 22%, Cycloheximide cs 5 and Tb PYK inh inconclusive.
For CC(=O)NC1c2ccccc2C(=O)N1Cc1ccccc1 (configuration not stated) the results were Shiga toxin inh -6, LmPK inh -3%, Pf growth 96h inconclusive, HCV inhibitor 6%, Pf growth 48h 19%, Cycloheximide cs 1 and Tb PYK inh -3%.
For CCOC(=O)N1CCN(C(=O)c2ccc3nc(N4CCC(C)CC4)sc3c2)CC1 the results were Shiga toxin inh 42*, LmPK inh -2%, Pf growth 96h 163%[activator], HCV inhibitor -20%, Pf growth 48h inconclusive, Cycloheximide cs 24* and Tb PYK inh -9%.
`COc1c2ccoc2c(OC)c2oc(=O)ccc12` gave Shiga toxin inh 2, LmPK inh 5%, Pf growth 96h inconclusive, HCV inhibitor -7%, Pf growth 48h -47%, Cycloheximide cs 0 and Tb PYK inh -5%.
O=C(c1ccccc1Cc1ccccc1)N1CCN(S(=O)(=O)c2ccccc2[N+](=O)[O-])CC1 was read as Pf growth 96h 13µM*, HCV inhibitor 17%, Pf growth 48h inconclusive and Tb PYK inh 1%.
`CCOC(=O)CC1(NC(=O)C2CCC(=O)N(C3CC3)C2)CCCCC1` (configuration not stated) gave Shiga toxin inh 14, LmPK inh 4%, Pf growth 96h -21%, HCV inhibitor 8%, Pf growth 48h 18%, Cycloheximide cs 1 and Tb PYK inh -2%.
For Cc1cccc(NC2=C(Cl)C(=O)OC2OC(=O)c2ccco2)c1 (configuration not stated) the results were Shiga toxin inh 9, LmPK inh -1%, Pf growth 96h inconclusive, HCV inhibitor 7%, Pf growth 48h 1%, Cycloheximide cs 12 and Tb PYK inh 2%.
O=C(O)c1ccccc1/C=N/Nc1ccc(S(=O)(=O)N2CCCC2)cc1[N+](=O)[O-] was read as Shiga toxin inh 12, LmPK inh 3%, Pf growth 96h inconclusive, HCV inhibitor 16%, Pf growth 48h inconclusive, Cycloheximide cs 0 and Tb PYK inh -5%.
O=C(c1ccc2[nH]c(=O)c(=O)[nH]c2c1)N1CCc2ccccc21 was read as Shiga toxin inh -7, LmPK inh 6%, Pf growth 96h 22%, HCV inhibitor 5%, Pf growth 48h 23%, Cycloheximide cs -3 and Tb PYK inh 0%.
For CC(Sc1nnc(C2CC2)n1N)C(=O)NC1CCCCC1C (configuration not stated) the results were Shiga toxin inh -8, LmPK inh 0%, Pf growth 96h 21%, HCV inhibitor 17%, Pf growth 48h 10%, Cycloheximide cs -2 and Tb PYK inh -7%.
For CN(CC(=O)Nc1cccc(F)c1)C(=O)CN1C(=O)NC2(CCCC2)C1=O the results were Pf growth 96h 27%, HCV inhibitor -2%, Pf growth 48h 3% and Tb PYK inh 1%.
For CN(CCC#N)C(=O)COC(=O)c1ccc(Cl)cc1O the results were Shiga toxin inh -7, LmPK inh 0%, Pf growth 96h 14%, HCV inhibitor 1%, Pf growth 48h -31%[1.15 µM], Cycloheximide cs -4 and Tb PYK inh -1%.
For CC(=O)C[C@H](c1ccc([N+](=O)[O-])cc1)c1c(O)c2ccccc2oc1=O the results were Pf growth 96h inconclusive, Pf growth 48h -12%[12.8 µM] and Tb PYK inh -3%[33.2 µM].
`CCOc1ccccc1-c1c2cc(O)c(=O)cc-2oc2cc(O)c(O)cc12` gave Shiga toxin inh 6, LmPK inh -15%, Pf growth 96h 26%, HCV inhibitor -16%, Pf growth 48h 13µM*, Cycloheximide cs -3 and Tb PYK inh inconclusive.
`O=C(O)CSc1ncnc2scc(-c3ccccc3)c12` gave Shiga toxin inh 37, LmPK inh 0%, Pf growth 96h 9%, HCV inhibitor 11%, Pf growth 48h 9%, Cycloheximide cs -3 and Tb PYK inh 3%.
`O=C(NCc1ccccc1)/C(NC(=O)c1ccccc1)=C(/Sc1ccccn1)c1ccccc1` gave Shiga toxin inh 10, LmPK inh 0%, Pf growth 96h -13%, HCV inhibitor -30%, Pf growth 48h inconclusive, Cycloheximide cs -5 and Tb PYK inh 2%.
Screening O=C(CCCN1C(=O)/C(=C/c2cccc(Br)c2)SC1=S)N1CCOCC1 returned Shiga toxin inh -12, LmPK inh -3%, Pf growth 96h 9%, HCV inhibitor -10%, Pf growth 48h 16%, Cycloheximide cs 6 and Tb PYK inh 7%.
COc1ccc(Cn2c(=O)cc(C)[nH]c2=S)cc1 was read as Shiga toxin inh -10, LmPK inh 0%, Pf growth 96h 7%, HCV inhibitor 10%, Pf growth 48h 3%, Cycloheximide cs -1 and Tb PYK inh -8%.
Screening Cc1ccc(CNC(=O)CSc2nc3ccsc3c(=O)n2Cc2ccc(C(=O)O)cc2)cc1 returned Shiga toxin inh -25, LmPK inh -3%[11.5 µM], Pf growth 96h inconclusive, HCV inhibitor 8%, Pf growth 48h -5%, Cycloheximide cs -4 and Tb PYK inh 3%.
Screening Cc1cc(C)cc(OCC(=O)NN2C(=O)c3ccccc3C2=O)c1 returned Shiga toxin inh -14, LmPK inh -4%, Pf growth 96h 4%, HCV inhibitor 14%, Pf growth 48h -12%, Cycloheximide cs -5 and Tb PYK inh 2%.
Screening COc1cc(S(=O)(=O)NC(Cc2c[nH]c3ccccc23)C(=O)O)ccc1NC(C)=O (configuration not stated) returned Shiga toxin inh -4, LmPK inh -3%, Pf growth 96h 30%, HCV inhibitor 15%, Pf growth 48h 32%, Cycloheximide cs -3 and Tb PYK inh -3%.
For CON(C)S(=O)(=O)c1cccc(C(=O)NC2CCSc3ccccc32)c1 (configuration not stated) the results were Shiga toxin inh 77*, LmPK inh 11%, Pf growth 96h -28%, HCV inhibitor inconclusive, Pf growth 48h -27%, Cycloheximide cs 4 and Tb PYK inh -2%.
O=C(Nc1ccccc1)c1ccc(NCc2ccco2)c(S(=O)(=O)N2CCOCC2)c1 was read as Shiga toxin inh 16, LmPK inh -6%, Pf growth 96h 23%, HCV inhibitor 1%, Pf growth 48h inconclusive, Cycloheximide cs 10.0* and Tb PYK inh -6%.
